# MPTP inh – inhibitors of mitochondrial permeability transition pore | isolated mouse mitochondria, Ca2+ swelling absorbance, 30 min | inhibition, % at 10 µM | actives 1.4% (n = 360,000) | AID 602449;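 active = inhibition of 50% or more, scaled per plate between neutral and stimulator controls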;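 note: 0% = DMSO wells given calcium and 100% = 1 mM EGTA wells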
# * hit, by the source's call. Not all compounds are listed; count on the stated rates, not on these rows.
# Preview (three entries):
SMILES,MPTP inh
CCNC(=O)C1(C)CCCN(C(=O)COCc2ccccc2)C1 (stereo unspecified),0.5
CC(C)c1ccc(Nc2n[nH]c(=S)s2)cc1,-2.6
COc1ccc(-n2c(COc3ccc(Cl)cc3Cl)n[nH]c2=S)cc1,-1.7

# This part in full, from the first entry:
SMILES,MPTP inh
CCNC(=O)C1(C)CCCN(C(=O)COCc2ccccc2)C1 (stereo unspecified),0.5
CC(C)c1ccc(Nc2n[nH]c(=S)s2)cc1,-2.6
COc1ccc(-n2c(COc3ccc(Cl)cc3Cl)n[nH]c2=S)cc1,-1.7
COCCNC(=O)C1(C)CCCN(Cc2cccc(F)c2)C1 (stereo unspecified),-0.1
CNc1ccc(-c2cccc(C(=O)N3CCOCC3)c2)cn1,-0.5
O=C(O)C(=Cc1ccc([N+](=O)[O-])cc1)CCc1ccccc1,-0.5
Cc1cc2nc(-c3cccc(Cl)c3)c(Cc3ccsc3)n2c(C)c1Br,2.6
CCc1nc2ccc(C(=O)NCc3cccs3)cn2c1N(CC)Cc1cccc(Br)c1,0.8
COc1cc(Nc2ccn3nc(-c4ccccc4Cl)cc3n2)cc(OC)c1OC,1.2
CCOc1ccc(-c2ccc(C3=CC(=O)C[C@H](c4ccc(F)cc4)C3)cc2)cc1,0.7
COc1ccc(C(=O)NCC[N+](C)(C)C)cc1,-0.3
CSc1ccccc1C(=O)OCC(=O)NC1CCCCCCC1,-2.1
CCOC(=O)N1CCN(S(=O)(=O)N2CCCC(C(=O)NCc3cc(OC)ccc3OC)C2)CC1 (stereo unspecified),0.4
CCc1nc2ccc(C(=O)NCCOc3ccc(OC)cc3)cn2c1N(CC)CCOC,0.2
Cc1noc(C)c1S(=O)(=O)NC(=O)C1(C)CCN1C(=O)CC(c1ccccc1)c1ccccc1 (stereo unspecified),-1.1
CC(=O)Nc1cc(-c2cccc(C(=O)N(C)C)c2)cn2c(-c3ccc(C(C)=O)cc3)cnc12,-2.0
Cc1noc(C)c1S(=O)(=O)N(C)C[C@H]1OCCCC[C@H](C)Oc2ccc(NC(=O)CCCN(C)C)cc2C(=O)N([C@H](C)CO)C[C@@H]1C,0.3
C=C1C(=O)[C@]23C[C@H]1CC[C@H]2[C@]1(C)[C@@H](O)CC[C@@](C)(C(=O)O)[C@H]1C[C@@H]3O,-1.0
O=C(NCCN1CCOCC1)c1ccc(NC(=O)c2ccc(Br)o2)cc1,0.7
COc1ccc(-n2nnnc2CNC(=O)C2CC(=O)N(c3ccc(F)cc3)C2)cc1 (stereo unspecified),0.2
COc1ccc(SC2=C[C@@]3(O)CC[C@@H](O)[C@@](Sc4ccc(OC)cc4)(C2=O)[C@H]3O)cc1,1.4
C#Cc1cccc(Nc2nc(NCc3ccccc3)nc3ccsc23)c1,14.3
O=C(OCC(=O)c1ccc[nH]1)c1ccc(S(=O)(=O)C(F)F)cc1,-0.2
COc1ccccc1NC(=O)N(C)C[C@@H]1OCc2cnnn2CCCC(=O)N([C@H](C)CO)C[C@H]1C,-1.8
COc1ccc(NC(=O)c2cc(C3CCCCN3S(C)(=O)=O)on2)c(C)c1 (stereo unspecified),1.1

# At a glance, 3 of the compounds above.
SMILES,MPTP inh
COc1ccc(C(=O)NCC[N+](C)(C)C)cc1,-0.3
CSc1ccccc1C(=O)OCC(=O)NC1CCCCCCC1,-2.1
CCOC(=O)N1CCN(S(=O)(=O)N2CCCC(C(=O)NCc3cc(OC)ccc3OC)C2)CC1 (stereo unspecified),0.4

# Reprinted at random: 5 entries already listed
SMILES,MPTP inh
COCCNC(=O)C1(C)CCCN(Cc2cccc(F)c2)C1 (stereo unspecified),-0.1
COc1ccccc1NC(=O)N(C)C[C@@H]1OCc2cnnn2CCCC(=O)N([C@H](C)CO)C[C@H]1C,-1.8
C=C1C(=O)[C@]23C[C@H]1CC[C@H]2[C@]1(C)[C@@H](O)CC[C@@](C)(C(=O)O)[C@H]1C[C@@H]3O,-1.0
CNc1ccc(-c2cccc(C(=O)N3CCOCC3)c2)cn1,-0.5
Cc1noc(C)c1S(=O)(=O)NC(=O)C1(C)CCN1C(=O)CC(c1ccccc1)c1ccccc1 (stereo unspecified),-1.1

# Back to the main list; the two compounds before the break are reprinted first.
SMILES,MPTP inh
COc1ccccc1NC(=O)N(C)C[C@@H]1OCc2cnnn2CCCC(=O)N([C@H](C)CO)C[C@H]1C,-1.8
COc1ccc(NC(=O)c2cc(C3CCCCN3S(C)(=O)=O)on2)c(C)c1 (stereo unspecified),1.1
CN(C(=O)COc1ncnc2ccc(Br)cc12)C1CCCCC1,0.2
COc1ccc(C(C#N)=Cc2ccc(N(C)CCC#N)cc2)cc1,-0.2
COc1ccc(NC(=O)COC(=O)c2c(C)noc2C)cc1Cl,-0.6
CC1(C)NC(=O)N(CCC(=O)Nc2ccc(C(C)(C)C)cc2)C1=O,-0.1
COCCNC(=O)C1(C)CCCN(C(=O)c2ccccc2OC(F)(F)F)C1 (stereo unspecified),0.1
CCCC(=O)N1CCC1(C)C(=O)Nc1scc(C)c1C#N (stereo unspecified),0.5
COc1ccc(S(=O)(=O)N2CCN(C(=O)c3ccccc3Cc3ccccc3)CC2)cc1OC,-0.3
C[C@@H]1CN([C@H](C)CO)C(=O)CCCn2nncc2CO[C@H]1CN(C)C(=O)Nc1ccc(N2CCN(C)CC2)cc1,-0.8
O=C(COC(=O)COc1ccc(Cl)cc1Br)NC1CCCC1,-0.3
C[C@@H]1CCCCO[C@@H](CN(C)Cc2ccc3c(c2)OCO3)[C@@H](C)CN([C@H](C)CO)C(=O)c2cc(N(C)C)ccc2O1,-1.9
OCCN1CCN(c2ncnc3c2ncn3[C@H]2CN(Cc3ccccc3)C[C@@H](CO)O2)CC1,-1.3
CCC(=O)N1CCCC(C)(C(=O)NS(=O)(=O)c2ccccc2Cl)C1 (stereo unspecified),-1.5
COc1ccc(S(=O)(=O)N[C@H]2CC[C@H](CCNC(=O)c3ccccc3F)O[C@@H]2CO)cc1,1.0
CCCCN(C)c1c(C)nc2ccc(C(=O)NCc3ccc4c(c3)OCO4)cn12,1.2
CCC(=O)N1CCCC1(C)C(=O)Nc1ccc(OC(F)F)cc1 (stereo unspecified),0.5
O=C(NCc1ccc(F)cc1)c1cc(C2CCCCN2S(=O)(=O)c2cccs2)on1 (stereo unspecified),1.0
CCC1Cc2[nH]c(=S)[nH]c(=O)c2C(c2ccc(Cl)cc2)O1 (stereo unspecified),-0.8
CCCCNC(=O)C1(C)CCC(=O)N1CCc1c[nH]c2ccccc12 (stereo unspecified),-0.1
CC1(C(=O)NCc2ccccc2)CSCC(=O)N1CC(F)(F)F (stereo unspecified),0.5
CC1(C)Cc2cccc(OC(=O)NCCc3ccc(F)cc3)c2O1,0.0
CC1(C(=O)Nc2ccc(Cl)c(Cl)c2)CCN1C(=O)C1CCCCC1 (stereo unspecified),0.9
CCCS(=O)(=O)NC(=O)C1(C)CCN(C(=O)c2cccc(C(F)(F)F)c2)C1 (stereo unspecified),-1.0
C[C@@H]1CN([C@H](C)CO)S(=O)(=O)c2ccc(C#Cc3ccccc3F)cc2O[C@@H]1CN(C)C(=O)Cc1ccccc1,-1.9
CO[C@@H]1CN(C)C(=O)c2cc(NC(=O)NC3CCCCC3)ccc2OC[C@@H](C)N(CCc2ccccc2)C[C@H]1C,6.6
N#Cc1c(N)[nH]c(C(=O)c2ccccc2)c1-c1ccc(Cl)cc1,2.5
# (list continues)
SMILES,MPTP inh
O=C(COC(=O)Cc1ccc(Cl)cc1Cl)NCc1ccccc1,0.9
CCCNC(=O)C1(C)CCCN(C(=O)c2ccc(OC)cc2OC)C1 (stereo unspecified),-0.9
COc1ccccc1S(=O)(=O)N(C)C[C@H]1OCc2cnnn2CCCC(=O)N([C@H](C)CO)C[C@H]1C,1.2
C#CCN(C[C@@H]1[C@@H](OC(=O)NC2CCCC2)[C@@H](OC(=O)NC2CCCC2)CN(C(=O)OC(C)C)N1C(=O)OC(C)C)S(=O)(=O)c1ccc(C)cc1,-0.6
COc1ccccc1C(=O)NCC(=O)N(C)Cc1nc2ccccc2c(=O)[nH]1,-1.5
O=C(Nc1ccc(C(=O)O)cc1)/C(=C\c1ccc([N+](=O)[O-])cc1)NC(=O)c1ccco1,-0.9
O=C(CC[C@H]1O[C@@H](n2cnc3c(NC(=O)c4ccccc4)ncnc32)[C@H](O)[C@@H]1O)NCC1CCCCC1,0.6
COc1ccccc1Cc1c(-c2cccc(Br)c2)nc2ccc(Cl)cn12,0.7
COC(=O)[C@@]1(C(C)C)N=C(c2cc(OC)c(OC)c(OC)c2)[C@]2(O1)C(=O)N(Cc1ccc(OC)cc1)c1ccc(Br)cc12,-0.6
CN1C(=O)c2ccccc2CC12c1ccccc1C(=O)N2C (stereo unspecified),-1.3
CC(C)CC(N)c1csc(NC(=O)C(c2ccccc2)c2ccccc2)n1 (stereo unspecified),4.6
O=C1NC[C@H](CCCCN2CCN(CC3CCCCC3)C(=O)C2=O)N(CCc2ccccc2)C1=O,0.3
Cc1ccc(NC(=O)[C@@H]2O[C@H](CO)[C@@H](O)[C@H]2O)cc1C(F)(F)F,0.2
COc1ccccc1-c1cnc(C(O)c2ccccc2)[nH]1 (stereo unspecified),1.2
COC(=O)C1=CN(c2ccc(OC)cc2)C(N)=C(C#N)C1c1ccccc1F (stereo unspecified),0.7
CC1(C(=O)NS(=O)(=O)c2ccccc2OC(F)(F)F)CCN1C(=O)Cc1ccccc1 (stereo unspecified),0.5
OCC1OC(n2cnc3c(N4CCCC4)ncnc32)C(O)C1O (stereo unspecified),-2.1
O=C1C=CC(n2cc(F)c(=O)[nH]c2=O)O1 (stereo unspecified),0.3
Cc1noc(C)c1NC(=O)N(C)C[C@H]1OCCCC[C@@H](C)Oc2ccc(NC(=O)Nc3ccc(F)cc3)cc2C(=O)N([C@@H](C)CO)C[C@H]1C,-1.8
COc1ccc(Br)cc1C=NNS(=O)(=O)c1ccc(C)cc1,0.7
COCCNC(=O)C1(C)CCCN(C(=O)c2cccnc2SC)C1 (stereo unspecified),-0.7
CC(=O)NC(c1ccc(F)c(F)c1)c1nc(-c2ccccc2C)cs1 (stereo unspecified),0.2
Cc1ccccc1C(=O)NC1CC2CCCC(C1)N2Cc1ccccc1Cl (stereo unspecified),0.1
Cc1ccc(Nc2nc(NCc3cccs3)nc3ccsc23)c(C)c1,2.3
CNc1ccc2ncc(-c3ccccc3NC(C)=O)n2n1,0.6
# Other entries.
SMILES,MPTP inh
CCOC(=O)[C@]12CCCC=C1N(Cc1ccco1)C(=O)[C@H](CC(=O)NCc1cccc(C(F)(F)F)c1)C2,-0.5
Cc1cccc(Nc2cc(=O)n(C)c(=O)n2C)c1,0.9
COc1ccccc1-c1ccc2c(c1)O[C@@H](CN(C)C(=O)Nc1cccc(F)c1)[C@H](C)CN([C@H](C)CO)S2(=O)=O,1.1
COC(=O)/C=C1\OCc2cc(OC)c(OCc3ccccc3)cc21,-2.1
CCS(=O)(=O)N1Cc2cc(C(=O)NCC3CC3)nc(-c3cccc(-c4cccnc4)c3)c2[C@@H]1CCO,0.3
Cc1ccc2ccccc2c1C(O)c1ncc(-c2ccccc2Cl)[nH]1 (stereo unspecified),2.7
CC(C)CNC(=O)C1(C)CCCN1Cc1ccccc1OC(F)F (stereo unspecified),2.3
CCCNC(=O)c1cc(C2CCCCN2C(=O)c2cc(C(C)(C)C)nn2C)on1 (stereo unspecified),1.1
CC(C)CC1C(=O)N(Cc2cn(CC3CCCCC3)nn2)CCS(=O)(=O)N1Cc1ccc(-c2cccc(CO)c2)cc1 (stereo unspecified),-0.7
CCCCN(C)C(=O)c1ccc(Nc2nc(C(N)Cc3ccc(C(F)(F)F)cc3)cs2)nc1 (stereo unspecified),2.9
C[C@H]1CN(c2ccc(Br)cc2)C(=O)[C@@H]1CC(=O)Nc1ccc(Br)cc1,0.8
Cc1ccc(OCC(=O)NNC(=O)c2cc(S(=O)(=O)N(C)C)ccc2N2CCCC2)cc1,2.0
COc1ccc(C(O)c2nc(-c3ccc(C)c(C)c3)cs2)cc1 (stereo unspecified),3.1
O=c1c2ccccc2oc2ccccc12,-1.5
CCCNC(=O)c1cc(C2CCCCN2C(=O)CCc2ccccc2)on1 (stereo unspecified),-1.1
COc1cccc(C(O)c2nc(-c3cccc(C(C)C)c3)cs2)c1 (stereo unspecified),1.5
COc1ccc(CC(N)c2csc(Nc3ccc(C(=O)c4ccccc4)cc3)n2)cc1 (stereo unspecified),4.5
OC(Cc1cccc(Br)c1)c1ncc(-c2ccccc2C(F)(F)F)[nH]1 (stereo unspecified),5.7
Cc1cccc(NC(=O)CNC(=O)[C@H]2O[C@@H](n3ccc(=O)[nH]c3=O)[C@H](O)[C@@H]2O)c1C,-1.1
CS(=O)(=O)Nc1cccc(NC(=O)c2ccc(-c3ccc(F)c(F)c3)c3ccoc23)c1,2.7
CCc1nc2ccc(C(=O)Nc3ccc4c(c3)OCC(=O)N4)cn2c1N(C)C(=O)Cc1ccccc1,1.1
CCC(=O)N1Cc2cc(C(=O)Nc3nccs3)nc(-c3cccc(-c4ccccc4OC)c3)c2[C@H]1CCO,-0.9
CC(C)(C)c1ccc(S(=O)(=O)NC(=O)C2(C)CCN2C(=O)Cc2ccc(Cl)cc2Cl)cc1 (stereo unspecified),1.9
COC(=O)c1ccc2nc(-c3ccco3)c(Cc3ccc(C)cc3)n2c1,-0.5
CC(C)NC(=O)c1cc(C2CCCCN2C(=O)c2ccccc2)on1 (stereo unspecified),-1.1
# The results go on:
SMILES,MPTP inh
C[C@@H]1CN([C@@H](C)CO)C(=O)CCCn2nncc2CO[C@H]1CN(C)Cc1cccc2c1OCCCO2,0.2
CC(=O)NC(c1ccccc1)c1nc(-c2ccc(Cl)cc2)cs1 (stereo unspecified),0.4
CCNC(=O)C1(C)CCN(C(=O)c2ccc(OC)cc2)C1 (stereo unspecified),-1.2
COc1ccc(S(=O)(=O)N(C)C[C@H]2OCCCC[C@@H](C)Oc3ccc(N(C)C)cc3C(=O)N([C@H](C)CO)C[C@@H]2C)cc1,2.4
COC(=O)c1cn(C(=O)c2ccc3c(c2)OCO3)c2ccccc12,-0.8
O=C(NC1CCCCC1)C(C1CC1)N1CCc2ccccc2C1 (stereo unspecified),-1.3
Cc1cc(C)n2c(NCc3ccccc3)c(CC(C)C)nc2n1,0.4
Cc1ccc(C)c(C(Nc2ccccc2)c2ccc3ccc(C)nc3c2O)c1 (stereo unspecified),3.3
Nc1ccc(CC(N)c2csc(Nc3cc(Oc4ccccc4)ncn3)n2)cc1 (stereo unspecified),2.2
